UDG counterscr: Primary qHTS assay for inhibitors of Activation Induced Cytidine Deaminase (AID): UDG Counterscreen signal | AID 1347430, 2020 | Potency, µM (doses to about 115 µM), for inactives: at the top dose activity change, negative = inhibition, actives largely listed as inhibitors | FRET deamination/UDG coupled assay, UDG read, 4 h | 91,000 compounds, 0.14% hits; also: nearly all actives have a fitted effect of over 65% in size
AID inhibitor: Primary qHTS assay for inhibitors of Activation Induced Cytidine Deaminase (AID): AID signal; 91,000 compounds, 0.32% hits; Potency, µM (titrated, usually from 115 µM), for the others: at the highest dose activity change, negative = inhibition, hits mostly inhibitors; Single-stranded DNA cytosine deaminase (Homo sapiens), Q9GZX7; AID 1347428, 2020; AID deamination FRET fluorescence, UDG-coupled, 4 h; also: nearly all actives have a fitted effect of over 25% in size
Target sequence (Q9GZX7 whole entry, looked up): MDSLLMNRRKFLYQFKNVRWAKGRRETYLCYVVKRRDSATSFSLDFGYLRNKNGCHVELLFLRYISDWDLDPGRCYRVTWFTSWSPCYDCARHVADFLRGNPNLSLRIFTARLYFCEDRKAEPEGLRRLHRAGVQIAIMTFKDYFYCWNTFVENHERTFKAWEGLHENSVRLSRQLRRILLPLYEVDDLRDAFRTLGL
An asterisk follows results filed as active; ? = inconclusive; [ ] = another dose, or the depositor's remark. Calls follow the shape of the dose curve; as a rule, active = well fitted curve in the direction sought with a large enough effect; inconclusive = small, poorly fitted or top-dose-only effect, or another doubt; inactive = no such curve, though single readings can be large; an effect the other way counts as inactive or inconclusive. % is scaled to controls: 0 for no effect and ±100 for the full control effect; potency is read from the fitted curve at half-maximal effect. A portion of the library, so the mix of outcomes need not match the whole.

SMILES	UDG counterscr	AID inhibitor
CC(=O)Nc1nonc1-c1nnc(SCc2ccc(F)cc2Cl)n1C	9%	4%
COc1ccc(/C=C(/CCCC(=O)O)c2nc3ccccc3s2)cc1C	6%	-10%
O=C(Cc1ccc(Cl)cc1Cl)Oc1ccccc1Cc1ccccc1	6%	-4%
C#CCOC(=O)C[N+](C)(C)C/C=C(/C)Cl	-12%	3%
Cc1cccc(NC(=O)N2CC=C(c3c[nH]c4ccccc34)CC2)c1C	51%[activator]	22%
COc1ccc(CNc2oc(-c3ccc(COc4ccc(OC)cc4)o3)nc2C#N)cc1	0%	2%
Cc1ccccc1NC(=O)N1CCC(CN2CCCC2)CC1	-4%	-5%
COc1ccc(-n2ccnc(NCc3ccc(Cl)cc3)c2=O)cc1	-16%	-2%
CCOC(=O)c1cnn(-c2nc(CC)nc3sc4c(c23)CCC4)c1N	4%	1%
CSc1ccc(CN2CCN(C/C=C/c3ccccc3)CC2)cc1	-5%	-12%
CC(Oc1ccc2ccc(=O)oc2c1)C(=O)N1CCc2ccccc21 (configuration not stated)	-5%	-9%
CCC(CC)C(CNC(=O)c1n[nH]c(=O)c2ccccc12)N1CCOCC1 (configuration not stated)	-4%	-11%
CCc1ccc(NCc2cc3cc4c(cc3n(CC(=O)Nc3ccc(C)cc3)c2=O)OCO4)cc1	-20%	59%[activator]
COc1cc(OC)c(N(C)C(=O)c2cn(C)c(=O)c3cc(OC)c(OC)cc23)cc1Cl	-14%	34%[activator]
N#Cc1ccc(Cn2cnc3c(Cl)cc(Cl)cc3c2=O)cc1	2%	-5%
CCC12CN3CC(CC)(CN(C1)C3c1ccc(C)cc1)C2=O (configuration not stated)	-11%	-11%
COc1cc(NC(=O)C2CCCN2C(=O)C23CC4CC(CC(C4)C2)C3)cc(OC)c1OC (configuration not stated)	-4%	4%
CC(C)CNC(=O)c1ccccc1N	-3%	-3%
N#Cc1cccc(C(=O)NC2CCSc3ccccc32)c1 (configuration not stated)	-5%	-9%
Cc1ccc(C)n1-c1nnc(N2CCCC(C(=O)Nc3ccccc3Br)C2)s1 (configuration not stated)	-13%	-27%
Cc1cccc(-n2c(SCC(=O)N(C)CCC#N)nc3ccccc3c2=O)n1	6%	5%
O=C(CCc1ncc(-c2ccccc2)o1)Nc1cc(F)cc(F)c1	-4%	-9%
COc1ccccc1N(C)C(=O)Cn1c(=O)oc2cc(S(=O)(=O)N3CCCC3)ccc21	1%	-13%
CCN(CC)S(=O)(=O)c1ccc(C(=O)N2CC(=O)Nc3ccc(F)cc3C2c2ccccc2)cc1 (configuration not stated)	-11%	-23%
CCOC(=O)c1c(C)[nH]c(C=O)c1C	2%	2%
Additional compounds follow:
SMILES	UDG counterscr	AID inhibitor
Cc1ccc(C)c(NC(NC(=O)C(C)C)C(Cl)(Cl)Cl)c1 (configuration not stated)	-12%	-10%
Cc1ccc(SCc2nc(-c3ccc(C(=O)NCc4ccc(Cl)cc4)cc3)oc2C)cc1	4%	8%
COc1ccc(/C=C/C(=O)Oc2ccc(Cl)cc2Cl)cc1	-4%	-8%
CCOc1ccc(-c2cc(CCCC(=O)NCCc3ccc(OC)c(OC)c3)no2)cc1	-3%	31%[activator]
CCOc1ccc(NS(=O)(=O)c2c(C)nc3sc(CC)nn3c2=O)cc1	11%	6%
CCOC(=O)c1c(-c2ccc(C)cc2C)csc1NC(=O)c1ccccc1Cl	-10%	-9%
CCNC(=S)NNC(=O)C1CC1	-1%	-1%
O=C(Oc1ccc(Cl)cc1)c1ccc2ncsc2c1	4%	-2%
O=C(NCC(c1ccccc1)c1c[nH]c2ccccc12)c1cc[n+]([O-])cc1 (configuration not stated)	0%	8%
COc1cccc2cc(-c3cn4ccccc4n3)c(=O)oc12	26%	1%
O=C(CSc1nnc(N2CCCC2)n1-c1cccc(Cl)c1)Nc1ccc2c(c1)OCCCO2	11%	-3%
CCSc1ncc(Cl)c(C(=O)Nc2nnc(C(C)C)s2)n1	-3%	1%
COc1cc(/C=C(/C#N)C(=O)C(C)C)cc(Cl)c1O	4%	-5%
CCC(Oc1ccccc1F)C(=O)Nc1c(C)cccc1C (configuration not stated)	1%	4%
COc1ccc(C(=O)Oc2ccc(Cl)cc2C)cc1OC	8%	6%
CCC(Oc1ccccc1F)C(=O)Nc1cc(-c2ccccc2)no1 (configuration not stated)	-5%	6%
CCn1c(C(=O)NCCc2ccc(OC)c(OC)c2)cc2sc(Cl)cc21	?	?
CC1=C(C(=O)Nc2ccc(C(=O)NCCC(C)C)c(Cl)c2)SCCO1	-2%	-3%
COc1ccc(OC)c(S(=O)(=O)N2CCN(Cc3nc4ccc(C)cc4o3)CC2)c1	-8%	-7%
O=C(NCCc1nnc2n1CCCCC2)Nc1ccccc1	3%	4%
Cc1cc(=O)oc2cc(OC(C)C(=O)O)c(Cl)cc12 (configuration not stated)	2%	7%
Cc1ccc(C(=O)O)cc1S(=O)(=O)NCCO	3%	5%
COCc1ccc(CNC(=O)c2cccc(C#N)c2)cc1	8%	8%
COc1ccc(-c2nc3c(C#N)c[nH]n3c2NC2CCCCC2)c(OC)c1	0%	-3%
CC(C)(C)C(=O)Nc1c(C(=O)N2CCN(c3ccc(F)cc3)CC2)oc2ccccc12	-6%	?
(listing goes on)
SMILES	UDG counterscr	AID inhibitor
O=C(/C=C/c1ccc[nH]1)c1ccc(I)cc1	-4%	7%
O=[N+]([O-])c1ccc(/C=N/Nc2cccc(Cl)c2)cc1	-7%	-6%
Cc1ccc(NC(=O)c2ncn(-c3ccccc3)n2)cc1Cl	5%	-3%
CNC(=O)CCc1ccc(C)cc1	0%	-4%
CCN(CC)CCOc1ccc(NC(=O)c2nn(C)c(=O)c3ccccc23)cc1	-5%	3%
Cc1cc(OCCCSc2nc(-c3ccc(C(C)(C)C)cc3)nc3cc(=O)[nH]n23)ccc1Cl	-9%	?
CCOc1ccc(NC(=O)NCc2c(-n3cccc3)sc3c2CCCC3)cc1	5%	-2%
Cc1ccc(OCc2ccc(-c3nc(C#N)c(NC4CC4)o3)o2)cc1C	-18%	-7%
O=C(CSc1ccc2ccccc2c1)OCC(=O)c1ccc2c(c1)OCCO2	0%	15%
Cc1cccc(OCc2nnc(SCc3ccc(Cl)c(Cl)c3)n2C)c1C	-9%	?
COc1ccc(C)cc1NC(=O)c1ccc2nc(Cc3ccccc3)oc2c1	?	-1%
CCCCC(=O)Nc1cc2nn(-c3ccc(OCC)cc3)nc2cc1C	6%[57.5 µM]	40%[activator][57.5 µM]
CCC1CSC(Nc2ccc(C)cc2C)=N1 (configuration not stated)	-3%	-3%
CC(=O)c1ccc(N2CCN(C(=O)CCc3ncc(-c4ccccc4)o3)CC2)c(F)c1	-4%	-2%
O=C(CSc1nc2ccc(NC(=O)C34CC5CC(CC(C5)C3)C4)cc2s1)Nc1ccc(F)cc1	-10%	-5%
O=C(NCCNCc1c[nH]c2ccccc12)c1cccs1	14%	-3%
Cc1nc2ccccc2n1CCc1nc2c3ccccc3nc(SCc3ccc(F)cc3)n2n1	0%	-3%
COc1cccc(CNC(=O)c2ccc(CNC(=O)OC(C)(C)C)cc2)c1	-5%	-2%
COc1ccc(-c2nc3sc(CCNC(=O)c4ccc(Br)o4)c(C)n3n2)cc1	-23%	?
Cc1c(Cl)cccc1NC(=O)CSc1ncnc2c1sc1ccccc12	30%	1%
COc1ccc(CNC(=O)c2cc(-c3ccc(Br)s3)nc3ccccc23)c(OC)c1	-2%	4%
Cc1cc(C)n(-c2nc3ccccc3nc2N2CCN(S(=O)(=O)c3ccc4ccccc4c3)CC2)n1	89µM*	-26%
CC1CN(C(=O)CCC(=O)NCc2ccc(F)cc2)c2cc(Cl)ccc2O1 (configuration not stated)	-9%	6%
O=C(CCc1nc(-c2cccs2)no1)Nc1ccccc1[N+](=O)[O-]	13%	-3%
CCc1ccc(NC(=O)CSc2nccn2-c2ccc(OC)cc2)cc1	-3%	-1%

Profiles from above:
Listed for COc1ccc(C)cc1NC(=O)c1ccc2nc(Cc3ccccc3)oc2c1 : UDG counterscr: ?; AID inhibitor: -1%
Listed for O=C(/C=C/c1ccc[nH]1)c1ccc(I)cc1 : UDG counterscr: -4%; AID inhibitor: 7%
Listed for CCOc1ccc(NC(=O)NCc2c(-n3cccc3)sc3c2CCCC3)cc1 : UDG counterscr: 5%; AID inhibitor: -2%

New compounds follow
SMILES	UDG counterscr	AID inhibitor
COc1ccc(CCNC(=O)CSc2nc3ccccc3nc2Cc2ccc(Cl)cc2)cc1OC	-20%	-4%
C[N+](C)(CCCCCCCCCC[N+](C)(C)C1CCCCC1)C1CCCCC1	4%	0%
Cc1nn(-c2ccc(N3CCOCC3)nn2)c(C)c1CCC(=O)Nc1ccc(F)cc1F	-4%[57.5 µM]	15%
CSCCC(NS(=O)(=O)c1ccc2c(c1)oc(=O)n2C)C(=O)N1CCN(c2cccc(Cl)c2)CC1 (configuration not stated)	-3%[57.5 µM]	-6%
COc1ccc(N2CCN(C(=O)Cn3ncc4c3-c3cc(C)ccc3OC4)CC2)cc1	-16%	-4%
COc1cc(NC(=O)CSc2nc(C)c(C(=O)Nc3ccccc3)c(-c3ccc(OC)c(OC)c3)c2C#N)c(OC)cc1Cl	-15%	28%
COc1ccc(C(C)=O)cc1COC(=O)c1c(Cl)cccc1Cl	1%	-14%
CCOc1ccc2nc(Nc3nc(C)c(CCC(C)C)c(=O)[nH]3)nc(C)c2c1	7%	-24%
Cc1cc(NC(=O)c2ccc(F)cc2)ccc1-c1cc2ccccc2oc1=O	-2%[57.5 µM]	37%[activator][57.5 µM]
COc1ccccc1NC(=O)/C=C/c1ccc2ccccc2n1	-8%	-9%
COc1ccc(CNCCC(c2ccc3c(c2)OCO3)c2ccccc2OC)cc1 (configuration not stated)	-15%	50µM*
CCOC(=O)c1ccc(NS(=O)(=O)c2ccc(-c3cc(C)no3)cc2)cc1	-2%[57.5 µM]	1%
CN(Cc1ccc(Cl)s1)C(=O)CSc1nnc(COc2ccccc2Cl)n1C	2%	-10%
CCC(Sc1nc2ccccc2c2nc(CCc3c(C)n[nH]c3C)nn12)C(=O)Nc1ccc(F)cc1 (configuration not stated)	?	-24%
COc1cc(NC(=O)CSc2ccc(-c3sc(C)nc3C)nn2)cc(OC)c1	11%	11%
CSc1ccc(/C=C/C(=O)Nc2cc(Cl)ccc2C)cc1	-6%	-1%
O=C(OCc1cc(-c2ccco2)on1)c1cc2c(F)cccc2s1	4%	4%
Cc1ccc(-c2nnc(Nc3ccc(O)cc3)c3ccccc23)cc1S(=O)(=O)NCC1CCCO1 (configuration not stated)	-3%[57.5 µM]	14%[57.5 µM]
O=C(O)/C=C/c1cc(C(F)(F)F)ccc1Cl	-3%	0%
O=C(c1ccc(OCc2cscn2)cc1)N1CCN(C2CCS(=O)(=O)C2)CC1 (configuration not stated)	2%	1%
NC(CO)c1cccc2ccccc12 (configuration not stated)	-1%	5%
O=C(CSc1ncc2c(n1)-c1ccccc1N(Cc1ccccc1)S2(=O)=O)Nc1ccccc1	6%	49%[activator]
CCN1CCN(c2ncc3c(n2)CCN(Cc2cccc(F)c2F)C3)CC1	6%	208%[activator]
CCOc1ccccc1NC(=O)C1=C(C)Nc2ncnn2C1c1ccc(C)o1 (configuration not stated)	2%	8%
CC(=O)c1cccc(NC(=O)c2ccc3nc(Cc4ccccc4)oc3c2)c1	-26%	-10%
Additional results
SMILES	UDG counterscr	AID inhibitor
N#CCC(=O)Nc1ccc(Oc2ccccc2)cc1	-7%	21%
CCCNC(=S)NNC(=O)CCC	3%	1%
COc1ccc(C(=O)Oc2ccc(Br)cc2)cc1OC	6%	-1%
CCOc1cccc(C2c3[nH]c4ccccc4c3CCN2C(=O)CCc2ccccc2)c1 (configuration not stated)	-7%[57.5 µM]	?
CCCSc1ncc(Cl)c(C(=O)N(Cc2cccc(Cl)c2)C2CCS(=O)(=O)C2)n1 (configuration not stated)	-11%	-18%
CCc1ccc(-n2nc3cc(C)c(NC(=O)c4cc(Cl)ccc4OC)cc3n2)cc1	-3%	82%[activator]
COc1ccc(CCNC(=O)CSc2cc(=O)n(C)c3ccccc23)cc1OC	10%	8%
COC(=O)C1C(=O)CC(C)(O)C(C(=O)OC)C1c1ccc(Br)cc1 (configuration not stated)	-3%	-13%
N#Cc1ccc(S(=O)(=O)N2CCN(c3nc(-c4cccnc4)nc4ccccc34)CC2)cc1	1%	-8%
CCC(=O)N1CCc2cc(S(=O)(=O)NC(CC(C)C)C(=O)Nc3cc(C)ccc3OC)ccc21 (configuration not stated)	4%	16%
Cn1nnnc1-c1cccc(NCC(=O)NC2(C#N)CCCCC2)c1	4%	1%
Cc1c(-c2ccccc2)oc2c(C(=O)N3CCN(CCC(C)C)CC3)cccc2c1=O	-2%	-14%
COc1ccc(CCNC(=O)CC2Sc3ccccc3NC2=O)cc1 (configuration not stated)	5%	0%

By substructure: the compounds so far with bromine.
SMILES	UDG counterscr	AID inhibitor
Cc1ccc(C)n1-c1nnc(N2CCCC(C(=O)Nc3ccccc3Br)C2)s1 (configuration not stated)	-13%	-27%
COc1ccc(-c2nc3sc(CCNC(=O)c4ccc(Br)o4)c(C)n3n2)cc1	-23%	?
COc1ccc(CNC(=O)c2cc(-c3ccc(Br)s3)nc3ccccc23)c(OC)c1	-2%	4%
COc1ccc(C(=O)Oc2ccc(Br)cc2)cc1OC	6%	-1%
COC(=O)C1C(=O)CC(C)(O)C(C(=O)OC)C1c1ccc(Br)cc1 (configuration not stated)	-3%	-13%

Structures above marked active in AID inhibitor:
canonical_smiles	AID inhibitor
COc1ccc(CNCCC(c2ccc3c(c2)OCO3)c2ccccc2OC)cc1 (configuration not stated)	50µM*

Screening results (PubChem BioAssay)
